Screening data as filed in PubChem BioAssay.
CRFBP-R2 agonist: agonists of human CRF-binding protein/CRF-R2 receptor complex; HEK293 CRF-R2/CRF-BP, calcium dye fluorescence (FLIPR); percent of saturating CRF peptide response; activation, % at 13.2 µM; hit rate 0.46% among 350,000;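 active = activation of at least 50%, plus an integration ratio under a set limit after plate pattern correction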;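 note: plate controls were neutral control wells without compound for no effect and CRF at EC100 for full effect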
M1 PAM: positive allosteric modulators of human M1 muscarinic receptor; activation, % at 3 µM; P11229; hit rate 0.088% among 360,000; CHO-K1 hM1, Fluo-8 calcium fluorescence, ACh EC20; 0% = ACh EC20, 100% = maximal ACh; AID 588819; in the data active = activation above about 19%, passing the limit was not always enough
Target sequence (P11229 whole entry, looked up): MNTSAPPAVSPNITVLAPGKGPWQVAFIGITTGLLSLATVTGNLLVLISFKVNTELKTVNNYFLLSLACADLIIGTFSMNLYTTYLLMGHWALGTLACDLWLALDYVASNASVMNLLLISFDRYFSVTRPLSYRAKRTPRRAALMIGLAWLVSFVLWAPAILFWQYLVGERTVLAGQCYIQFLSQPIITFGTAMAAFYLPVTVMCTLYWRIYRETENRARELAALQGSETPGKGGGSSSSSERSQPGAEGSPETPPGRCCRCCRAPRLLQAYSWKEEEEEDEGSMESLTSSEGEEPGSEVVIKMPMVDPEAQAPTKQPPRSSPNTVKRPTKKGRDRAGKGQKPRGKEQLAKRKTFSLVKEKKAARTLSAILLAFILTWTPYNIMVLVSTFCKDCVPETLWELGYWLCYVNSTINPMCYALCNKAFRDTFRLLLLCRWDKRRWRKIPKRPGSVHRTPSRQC
M4 PAM: CHRM4 positive allosteric modulation. P08173. CHO-K1 hM4/Gqi5, Fluo-8 calcium fluorescence, ACh EC20; 0% = ACh EC20, 100% = maximal ACh. activation, % at 3 µM. hit rate 0.4% among 360,000. AID 624126;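 active = activation above its plate's cutoff, the mean activation of sample wells plus 3 SD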; note: some results filed as inactive read as strong as hits
Target sequence (P08173 whole entry, looked up): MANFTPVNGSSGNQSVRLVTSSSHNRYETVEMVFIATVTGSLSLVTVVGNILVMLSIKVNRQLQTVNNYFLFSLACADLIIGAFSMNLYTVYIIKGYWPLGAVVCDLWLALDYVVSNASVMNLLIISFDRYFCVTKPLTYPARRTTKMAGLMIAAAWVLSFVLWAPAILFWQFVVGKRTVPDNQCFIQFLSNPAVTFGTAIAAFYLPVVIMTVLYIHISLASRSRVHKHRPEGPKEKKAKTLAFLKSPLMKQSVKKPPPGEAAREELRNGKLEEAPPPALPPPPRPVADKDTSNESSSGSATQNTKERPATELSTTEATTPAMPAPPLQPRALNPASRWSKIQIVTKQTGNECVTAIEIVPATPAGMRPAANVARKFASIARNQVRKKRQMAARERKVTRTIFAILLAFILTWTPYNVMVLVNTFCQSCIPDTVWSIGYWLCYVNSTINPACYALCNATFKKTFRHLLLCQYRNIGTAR
M5 ag: agonists of human muscarinic M5 receptor (CHRM5); P08912; CHO-K1 hM5 cells, Fluo-8 calcium fluorescence; 0% DMSO wells, 100% maximal acetylcholine response; activation, % at 3 µM; hit rate 0.19% among 360,000; AID 624037;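 active = activation above the run's mean over test compounds plus 3 SD, cut at about 23% in these data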;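 note: signal is peak over basal fluorescence ratio across the kinetic read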
CHRM4 antagonist: blocks acetylcholine activation of human M4 receptor; P08173; CHO-hM4 cells, ACh EC80, Fluo-8 calcium fluorescence; inhibition, % at 3 µM; hit rate 0.73% among 360,000;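 active = inhibition above its plate's cutoff, the mean inhibition of sample wells plus 3 SD, cut at about 27% in these data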;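 note: 0% = acetylcholine EC80 with DMSO and 100% = DMSO without agonist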
M5 antag: antagonists of human muscarinic M5 receptor (CHRM5) | P08912 | CHO-hM5 cells, Fluo-8 calcium fluorescence, ACh EC80 | AID 624040 | hit rate 0.59% among 360,000 | inhibition, % at 3 µM;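 active = inhibition above a per-plate cutoff, the mean of that plate's test compounds plus 3 SD, cut at about 27% in these data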;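 note: 0% = acetylcholine EC80 with DMSO and 100% = DMSO without agonist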
CRFBP-R2 block: blocks CRF-induced signaling of the CRF-BP/CRF-R2 complex; HEK293 CRF-R2/CRF-BP, CRF-induced calcium fluorescence; inhibition, % at 11.8 µM; hit rate 0.59% among 350,000;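 active = inhibition of the ligand-induced calcium signal above about 50% at the single tested concentration, limit read from the data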
M5 PAM: potentiates acetylcholine response at human M5 receptor. P08912. CHO-K1 hM5, Fluo-8 calcium, ACh EC20 PAM; 0% = ACh EC20, 100% = ACh EC100. activation, % at 3 µM. hit rate 0.3% among 360,000. AID 624038;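 active = activation above the run cutoff, the mean activation of all test compounds plus 3 SD, cut at about 18% in these data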
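Assay system – human M5 receptor in CHO-K1 cells · Read-out – % activation, ACh-normalized · Technique – Fluo-8 calcium fluorescence · Dosing – single-point, 3 µM nominal · Incubation – Fluo-8 loading 80 min at 37 °C plus 30 min room temperature · Repeats – singlicate, one well per test compound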
CHRM4 agonist: agonists of human muscarinic M4 receptor (CHRM4); P08173; CHO-K1 hM4/Gqi5, Fluo-8 calcium fluorescence; vehicle 0%, full acetylcholine response 100%; activation, % at 3 µM; hit rate 0.14% among 360,000;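 active = activation above the run mean over all test wells plus 3 SD, cut at about 32% in these data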;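 note: peak over basal fluorescence ratio per well then scaled between controls; 0% = DMSO wells and 100% = acetylcholine at EC100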
An asterisk follows results filed as active; . = no result given.

SMILES | CRFBP-R2 agonist | M1 PAM | M4 PAM | M5 ag | CHRM4 antagonist | M5 antag | CRFBP-R2 block | M5 PAM | CHRM4 agonist
O=C(c1ccccc1)N1CCc2[nH]nc(-c3ccccc3)c2C1 | -0.4 | 4 | 5 | -1 | -3 | 9 | -23 | -5 | 1
Cc1ccc(S(=O)(=O)N2CCOCC2)cc1C(=O)NCCCn1ccnc1 | 5.3 | 12 | 0 | 1 | -5 | -2 | 6 | 3 | 0
Cc1ccc(S(=O)(=O)N2CC[C@H]3[C@@H](C2)C(=O)C[C@@H](c2ccccc2)N3S(=O)(=O)c2ccc(C)cc2)cc1 | . | 4 | -3 | 0 | -2 | -2 | . | 7 | -1
Cc1cc(NC(=O)c2cc3cc([N+](=O)[O-])ccc3s2)no1 | -0.3 | 11 | 6 | 0 | -19 | 2 | -4 | -4 | 0
COC(=O)Cn1c(C(=O)N(C)C)cc2c1C[C@H]1CN(C(=O)c3ccccc3)[C@@](Cc3ccc(F)cc3)(C(=O)OC)[C@@H]21 | . | . | 5 | 2 | -4 | -6 | . | 1 | 2
COc1cccc(N2CCN(C(=O)c3ccc(=O)oc3)CC2C)c1 (configuration not stated) | 1.9 | 5 | -6 | -4 | 0 | -1 | -18 | -2 | 0
COc1cc(C)nc(Oc2ccc(OCCOc3ccc(C)cc3)nn2)n1 | -0.3 | 6 | -2 | -1 | -2 | -1 | 13 | 0 | 1
O=C(Nc1ccc(Br)cc1Cl)c1cnccn1 | -1.8 | 14 | 19 | 0 | 0 | 5 | -23 | 0 | -1
N#Cc1ccc(OCC(=O)OCC(=O)NC2CC2)cc1 | -1.2 | -2 | -3 | 2 | 12 | 6 | -9 | 0 | 1
CCc1ccc(CNC(=O)Cc2ccc(NC(=O)C3=C(C)OCCS3)cc2)cc1 | -0.5 | 16 | -1 | -3 | 7 | 15 | 11 | -2 | 2
COc1ccc(-n2nc(C(=O)NCC(=O)N3CCN(Cc4ccccc4)CC3)c3ccccc3c2=O)cc1OC | -0.3 | -8 | -14 | -1 | 17 | 29* | 5 | -12 | 18
Cn1c(Cn2c(=O)sc3ccccc32)nnc1SCC(=O)Nc1ccccc1 | -1.6 | 3 | -6 | 0 | -3 | -1 | 7 | -2 | 0

An excerpt from above, limited to M1 PAM and CRFBP-R2 block:
molecule | M1 PAM | CRFBP-R2 block
COc1ccc(-n2nc(C(=O)NCC(=O)N3CCN(Cc4ccccc4)CC3)c3ccccc3c2=O)cc1OC | -8 | 5
Cn1c(Cn2c(=O)sc3ccccc32)nnc1SCC(=O)Nc1ccccc1 | 3 | 7

Back to the main list with the 2 entries that preceded the break.
SMILES | CRFBP-R2 agonist | M1 PAM | M4 PAM | M5 ag | CHRM4 antagonist | M5 antag | CRFBP-R2 block | M5 PAM | CHRM4 agonist
COc1ccc(-n2nc(C(=O)NCC(=O)N3CCN(Cc4ccccc4)CC3)c3ccccc3c2=O)cc1OC | -0.3 | -8 | -14 | -1 | 17 | 29* | 5 | -12 | 18
Cn1c(Cn2c(=O)sc3ccccc32)nnc1SCC(=O)Nc1ccccc1 | -1.6 | 3 | -6 | 0 | -3 | -1 | 7 | -2 | 0
CCOC(=O)c1sc2nc(C)nc(SCC(=O)N(CC)C3CCS(=O)(=O)C3)c2c1C (configuration not stated) | 0.2 | 9 | 14 | 0 | -11 | -11 | 21 | 3 | 1
CCCCn1c(N)c(N(CCC(C)C)C(=O)COC(=O)c2ccc3ccccc3c2)c(=O)[nH]c1=O | 0.4 | 21 | 23* | 2 | -18 | -10 | 7 | 6 | 1
O=C1CC(c2ccc(F)cc2)CC2=C1C(c1ccc([N+](=O)[O-])o1)Nc1ccccc1N2 (configuration not stated) | -7.6 | 9 | 3 | -11 | -15 | -6 | -24 | 3 | 3
CC(C)C(NC(=O)OCc1ccccc1)C(=O)NC1CCCCC1 (configuration not stated) | -0.7 | 12 | 31* | 1 | 3 | 9 | 12 | 2 | 2
Nc1c(C(=O)N2CCCCC2)sc2nc3c(cc12)CCCC3 | 0.4 | 8 | -3 | -2 | -2 | -3 | -1 | 0 | 0
CC1CCc2c(sc3nc(CSc4nnnn4C)[nH]c(=O)c23)C1 (configuration not stated) | 1.4 | 1 | -3 | -2 | -3 | 4 | 0 | 3 | 1
O=C(O)C1CSC2c3ccccc3C(=O)N12 (configuration not stated) | 1.6 | 6 | 11 | 1 | 2 | 7 | 8 | 0 | 1
Fc1ccc(-c2nc3ccccc3c3nc4ccccc4n23)cc1 | -8.2 | 2 | -6 | -1 | 0 | 13 | -15 | -8 | 2
Cc1ccc(C)c(NC(=S)N2C3CCCC2CC(NC(=O)C2CC2)C3)c1 (configuration not stated) | -0.1 | -18 | -11 | -7 | 13 | 4 | -6 | 2 | 0
CC(=O)c1c(C)oc2c1C(=O)c1ccccc1C2=O | -1.7 | 8 | 12 | -2 | -3 | -4 | 2 | 3 | 1
CC(C)(C)SCCNS(=O)(=O)c1ccc(Cl)cc1 | -1.1 | -16 | -10 | 0 | 3 | 13 | -15 | -10 | 14
CCOC(=O)c1sc(=NC(=O)CCS(=O)(=O)c2ccccc2)n(C)c1C | -3.8 | 6 | 2 | 1 | -3 | 4 | 20 | 7 | 0
CCOC(=O)c1nn(-c2ccc(C)cc2)c(=O)cc1OCC(=O)Nc1ccc(OC)cc1 | 0.0 | 6 | 4 | 4 | 3 | 1 | 9 | 6 | 1
O=C(CSc1ccccc1)NCCc1ccc(F)cc1 | -0.1 | 2 | 5 | -6 | 0 | 1 | 16 | 1 | 0
CCCS(=O)(=O)NCCc1cc2c(OC)ccc(OC)c2[nH]c1=O | -1.5 | 2 | 8 | -3 | -2 | 14 | 23 | -3 | 2
COc1ccc(C2C(C(=O)c3cccs3)=C(O)C(=O)N2Cc2cccnc2)cc1OC (configuration not stated) | -0.5 | 17 | 1 | 4 | -3 | -2 | 8 | 11 | 0
CCCNC(=O)C1(C)CCCN(C(=O)c2ccccc2OC)C1 (configuration not stated) | . | 10 | 2 | 0 | -7 | -5 | . | -2 | 0
CC(C)CN(CC(C)C)C(=S)NC1CCCCC1 | -1.6 | -2 | 2 | -5 | -4 | -4 | 55* | 0 | -1
Cc1ccc(S(=O)(=O)N2CCN(Cc3ccco3)CC2)cc1C | -0.9 | -2 | -6 | -5 | 2 | 2 | 15 | -1 | 1
O=C(CCCn1c(=O)[nH]c2ccsc2c1=O)N1CCCCC1 | -0.5 | 10 | 9 | -6 | -3 | 2 | 10 | 26* | 0
CC1CCN(c2ccc(NC(=O)C3CCCN3S(=O)(=O)c3ccc(F)cc3)cc2)CC1 (configuration not stated) | -0.2 | -3 | -2 | 0 | 9 | -3 | -5 | 4 | 2
COC1CCN(Cc2cn(Cc3ccccc3)nc2-c2cc3ccccc3o2)CC1 | 2.6 | -8 | -37 | 2 | 16 | 16 | -15 | -19 | 21
O=S(=O)(NCc1c(Cl)cccc1Oc1ccccc1)c1ccccc1 | 2.2 | -6 | -31 | -8 | 23 | 21 | -1 | -27 | 12
O=C(NC1CC1)C1=C[C@@H](c2c[nH]c3ccccc23)C[C@@H](OCCCCO)O1 | 3.9 | 7 | 11 | -1 | 1 | 13 | -37 | 2 | 2
COc1cc(/C=C2\SC(=O)NC2=O)ccc1Oc1ccc([N+](=O)[O-])cn1 | -0.2 | 0 | 13 | 2 | -10 | 0 | 26 | -2 | 1
COCCNCCCOc1ccc(Br)cc1Cl | 7.7 | -4 | 10 | -3 | -13 | -5 | 20 | 10 | 2
Cc1cccc(NC(=O)NC2(C)CCS(=O)(=O)C2)c1 (configuration not stated) | 1.6 | 10 | 8 | -2 | -5 | -2 | 7 | 2 | 2
Nc1ccn([C@@H]2O[C@H](C(=O)N[C@H](COC=O)Cc3ccccc3)[C@@H](O)[C@H]2O)c(=O)n1 | . | 2 | 4 | 0 | -9 | 3 | . | -4 | 0
O=C(CN(Cc1ccccc1)C(=O)CNS(=O)(=O)c1ccc(F)cc1)NCC1CCCO1 (configuration not stated) | -0.7 | 2 | -8 | -2 | 15 | 4 | 7 | -4 | 1
CC1CCN(C(=O)C(=O)c2cn(CC(=O)N3CCCCCC3)c3ccccc23)CC1 | 0.3 | 6 | 4 | -3 | -7 | -3 | 5 | -3 | 3
O=C1c2cccc3cccc(c23)N1CN1CCN(c2ccccn2)CC1 | 0.4 | 4 | -3 | -2 | 7 | 0 | 2 | -1 | 0
Cc1ccc(-c2ccc(SCC(=O)Nc3nonc3C)nn2)cc1 | -2.0 | 2 | -5 | 2 | 0 | -4 | 14 | -2 | -3
CCOc1cc(NC(=S)NCc2ccccc2)c(OCC)cc1NC(=O)C(C)C | -2.7 | 6 | -2 | 2 | 3 | 8 | -18 | -1 | 0
O=CN/C=C/c1cccc(O)c1 | -5.5 | 6 | 3 | -1 | -6 | 3 | -16 | 3 | 1
O=C(NC(=S)Nc1cccc(Cl)c1N1CCCCC1)c1ccco1 | 3.3 | 2 | 12 | 5 | -15 | -13 | -55 | 10 | -1
Cc1ccccc1N(CC(=O)N1CCN(c2ccccc2)CC1)S(C)(=O)=O | -0.2 | 4 | -1 | 0 | 4 | -4 | 3 | 1 | 2
CCc1nc2ccc(C(=O)N(C)CCN(C)C)cn2c1N(C)Cc1cc2ccccc2s1 | . | -20 | -4 | -10 | 0 | 8 | . | 1 | 4
COc1cc(C2CC(=O)c3c([nH]c(C(=O)OCCOC(C)C)c3C)C2)cc(OC)c1OC (configuration not stated) | -3.1 | -19 | -5 | 7 | 2 | 18 | 3 | -24 | 20
O=C(O)C1=C[C@@H](C2CCCCC2)C[C@@H](OCCCCO)O1 | -1.0 | 5 | 12 | 2 | -13 | 9 | 6 | 3 | 2
Cc1c(NC(=O)C2(c3ccccc3)CCOCC2)c(=O)n(-c2ccccc2)n1C | 1.4 | 12 | 1 | 1 | -9 | 5 | 4 | 2 | 2
Cc1ccc(S(=O)(=O)/N=C2/NC(=O)/C(=C/c3ccccn3)S2)cc1 | -0.7 | 8 | -4 | 0 | 4 | 11 | 16 | 2 | -1
C[N+](C)(C)C/C=C1/COCO1 | 7.6 | -17 | -3 | 100* | 9 | 92* | -15 | -16 | 42*
COc1cc2cc(CN(Cc3cccs3)C(=S)Nc3ccccc3)c(=O)[nH]c2cc1OC | 0.8 | -3 | 7 | -1 | -6 | 7 | -32 | -6 | 6
Cc1cc(NC(=O)CCC(=O)N(c2cccnc2)C(C(=O)NC2CCCC2)c2ccccc2)no1 (configuration not stated) | -0.5 | 9 | 2 | -4 | 7 | -1 | 16 | 5 | 0
CC1=C(C)CC(C(=O)NNC(=O)c2csc3c2CCC(C(C)(C)C)C3)C(C(=O)O)C1 (configuration not stated) | 2.8 | 8 | 4 | 0 | 5 | 0 | 8 | 2 | 0
Cc1ccc(Cn2ccc(NC(=O)c3cc(-c4ccco4)on3)n2)cc1 | 3.8 | -1 | 1 | 2 | 3 | 1 | 5 | 6 | 2
Cc1nn(CC(=O)N2CCN(C)CC2)c(=O)c2ccccc12 | -0.6 | 11 | 7 | -3 | 3 | 7 | -8 | 2 | 2
O=Cc1cc2ccccc2nc1SCc1ccc(Cl)cc1 | 11 | 2 | -7 | -2 | 5 | 15 | -29 | 2 | 0

Records listed above printed as active in M5 ag.
Compound,CRFBP-R2 agonist,M1 PAM,M4 PAM,M5 ag,CHRM4 antagonist,M5 antag,CRFBP-R2 block,CHRM4 agonist
C[N+](C)(C)C/C=C1/COCO1,7.6,-17,-3,100*,9,92*,-15,42*

Outcome played no part in choosing rows. Share with any hit: about 2.6%.
